Fam108B inh – blocks mouse Fam108B hydrolase in RBBP9 counter-screen; recombinant Fam108B, FP-Rh probe fluorescence polarization; AID 1947; 300,000 tested, 0.33% active; inhibition, % at 9.51 µM;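 active = inhibition above the screen mean inhibition plus 3 SD, computed separately per campaign, cut at about 18% in these data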;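 note: inhibitors lower polarization as less probe binds the enzyme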
BCLXL inh – Bcl-xL (human) inhibition; Q07817; GST-Bcl-xL / FITC-Bim BH3 peptide fluorescence polarization; inhibition, % at 10.9 µM; 320,000 tested, 0.7% active;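 active = inhibition above the mean of all tested compounds plus 3 SD, cutoff set per campaign, cut at about 30% in these data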;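 note: 0% = DMSO wells and 100% = unlabeled Bim-BH3 peptide competitor; inhibitors lower millipolarization by displacing the labeled peptide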
GLD-1 RNA inh – GLD-1-TGE RNA interaction inhibition (C. elegans); Q17339; inhibition, % at 5.96 µM; purified GLD-1 + fluorescein TGE RNA, fluorescence polarization; 320,000 tested, 0.44% active; AID 2280;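 active = percent inhibition above a per-plate cutoff, the plate mean of test compounds plus 3 SD, cut at about 30% in these data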;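 note: 0% = DMSO wells with GLD-1 and probe and 100% = wells lacking GLD-1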
VLA-4 inh – inhibition in a human VLA-4 binding assay; P13612; VLA-4 expressing cells, ligand binding flow cytometry; inhibition, % (about 7 µM as worked out from the volumes in the protocol); 330,000 tested, 0.2% active; in the data active = inhibition above about 50%
Efflux pump mplx – antifungal efflux pump inhibition, Nile Red retention; S. cerevisiae Candida pump triplex; inhibition, % at 10 µM; 330,000 tested, 0.44% active;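 active = plate passing quality check with inhibition over a set limit, or well fluorescence over plate mean plus 4 SD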;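 note: Nile Red retained in pooled yeast measured as flow cytometry median fluorescence; 0% = buffer negative control and 100% = Enniatin B positive control; higher means more Nile Red kept so more efflux inhibition; some compounds called inactive have numbers as strong as hits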
MEX-5 binding – C. elegans MEX-5 TCR-2 RNA binding activity. Q9XUB2. MEX-5/FITC-TCR2 RNA binding, fluorescence polarization; stronger effect = lower value. activity score (negative = inhibition of binding), % at 10 µM. 300,000 tested, 0.38% active. AID 1832;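 active = inhibition past about -25% in most replicates, and total fluorescence under double the plate's negative control median, limit read from the data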;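 note: 0% = DMSO and -100% = 5 µM competing unlabeled TCR2 RNA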
PME-1 inh – PME-1 (human) inhibition | Q9Y570 | recombinant PME-1, FP-Rh probe fluorescence polarization | inhibition, % at 5.9 µM | 320,000 tested, 0.53% active | AID 2130;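 active = inhibition above the campaign mean of all compounds plus 3 SD, cut at about 26% in these data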;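 note: competitive labeling of PME-1 active site by serine hydrolase directed probe; 0% = PME-1 with DMSO and 100% = wells lacking PME-1 enzyme; inhibitors block probe labeling so polarization falls and inhibition rises; many of its hits are not listed in these tables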
MCL1 BIM primary – inhibitors of human MCL1 binding to BIM-BH3 peptide; Q07820; GST-MCL1 / FITC-Bim-BH3 fluorescence polarization; inhibition, % at 10.9 µM; 320,000 tested, 0.68% active; AID 2057;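 active = inhibition above the mean inhibition of all tested compounds plus 3 SD, set per campaign, cut at about 40% in these data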;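 note: 0% = DMSO wells and 100% = unlabeled Bim-BH3 peptide control; higher means more loss of mP so more displacement of Bim peptide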
Target sequence (Q07820 whole entry, looked up): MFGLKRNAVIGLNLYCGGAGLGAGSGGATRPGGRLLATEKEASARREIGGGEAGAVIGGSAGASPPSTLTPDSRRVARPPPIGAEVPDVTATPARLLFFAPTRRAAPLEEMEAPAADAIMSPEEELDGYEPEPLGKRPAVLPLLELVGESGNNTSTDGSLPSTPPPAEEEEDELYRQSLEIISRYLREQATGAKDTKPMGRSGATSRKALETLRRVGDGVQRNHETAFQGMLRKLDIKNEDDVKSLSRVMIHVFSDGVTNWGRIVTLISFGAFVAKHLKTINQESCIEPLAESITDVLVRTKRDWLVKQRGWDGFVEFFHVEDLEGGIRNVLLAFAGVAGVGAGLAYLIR
GRK2 inh – human GRK2 inhibition via aptamer displacement; bead flow cytometry, FAM-aptamer displacement from GRK2; inhibition of aptamer binding, % at 10 µM; 330,000 tested, 0.59% active; AID 488847;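 active = inhibition of aptamer binding above 40%, roughly 3 SD of noise, on plates passing a quality check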;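 note: median bead fluorescence of bound FAM aptamer so fluorescent compounds give negative values; no value below 0 was filed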
Target sequence (P25098 whole entry, looked up): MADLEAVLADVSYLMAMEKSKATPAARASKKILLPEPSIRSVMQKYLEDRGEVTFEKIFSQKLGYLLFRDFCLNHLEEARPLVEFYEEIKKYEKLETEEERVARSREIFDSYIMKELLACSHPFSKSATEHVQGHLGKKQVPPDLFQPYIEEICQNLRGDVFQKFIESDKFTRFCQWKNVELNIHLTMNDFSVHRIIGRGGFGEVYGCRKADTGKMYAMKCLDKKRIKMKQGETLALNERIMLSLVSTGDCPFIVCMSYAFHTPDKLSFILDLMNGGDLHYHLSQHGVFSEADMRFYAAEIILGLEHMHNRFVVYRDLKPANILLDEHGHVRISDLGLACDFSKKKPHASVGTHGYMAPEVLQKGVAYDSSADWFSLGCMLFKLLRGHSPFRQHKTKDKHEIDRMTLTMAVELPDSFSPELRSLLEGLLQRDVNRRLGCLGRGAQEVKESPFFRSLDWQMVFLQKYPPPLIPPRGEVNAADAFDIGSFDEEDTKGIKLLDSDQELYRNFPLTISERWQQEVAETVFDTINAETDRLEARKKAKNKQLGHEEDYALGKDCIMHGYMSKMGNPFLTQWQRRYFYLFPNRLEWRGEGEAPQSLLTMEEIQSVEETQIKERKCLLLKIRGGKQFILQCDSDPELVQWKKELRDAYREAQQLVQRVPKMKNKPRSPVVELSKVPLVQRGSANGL
An asterisk follows results filed as active. Some of the compounds tested, so the mix of outcomes need not match the whole.

What do the screens show for `O=C(Cn1nnc2ccccc21)Nc1ccccc1[N+](=O)[O-]`?
Fam108B inh: 0; BCLXL inh: 0; GLD-1 RNA inh: 1; VLA-4 inh: -1; Efflux pump mplx: -0.1; MEX-5 binding: 0.2; PME-1 inh: 2; MCL1 BIM primary: 2; GRK2 inh: 0

How did O=C(NNC(=O)C1CC2CCC1C2)c1sc2ccccc2c1Cl (stereo not drawn) do in these assays?
Fam108B inh: 6; BCLXL inh: -1; GLD-1 RNA inh: -1; VLA-4 inh: -2; Efflux pump mplx: 0.0; MEX-5 binding: 2.2; PME-1 inh: 4; MCL1 BIM primary: -4; GRK2 inh: 0

Results for COc1ccccc1-n1c(SCC(=O)Nc2cccc(C(=O)O)c2)nnc1-c1ccccc1O ?
Fam108B inh: -3; BCLXL inh: 0; GLD-1 RNA inh: 6; VLA-4 inh: 0; Efflux pump mplx: -0.1; MEX-5 binding: 1.4; PME-1 inh: -2; MCL1 BIM primary: 4; GRK2 inh: 1

Results for CC/C(=N\NC(=O)C1CC1)c1cccc(Cl)c1 ?
Fam108B inh: -2; BCLXL inh: 1; GLD-1 RNA inh: -4; VLA-4 inh: 2; Efflux pump mplx: 0.0; MEX-5 binding: 0.4; PME-1 inh: -2; MCL1 BIM primary: 0; GRK2 inh: 1

How did O=C(c1cnccn1)N1CCc2c([nH]c3ccccc23)C1c1cccc(Cl)c1 (stereo not drawn) do in these assays?
Fam108B inh: -1; BCLXL inh: 4; GLD-1 RNA inh: 3; VLA-4 inh: 22; Efflux pump mplx: 0.0; MEX-5 binding: -0.4; PME-1 inh: 3; MCL1 BIM primary: 5; GRK2 inh: 4

Results for COc1ccc(C2Nc3ccccc3C(=O)N2NS(=O)(=O)c2ccc(C)cc2)c(OC)c1 (stereo not drawn) ?
Fam108B inh: -1; BCLXL inh: 1; GLD-1 RNA inh: 4; VLA-4 inh: -3; Efflux pump mplx: 0.1; MEX-5 binding: 1.5; PME-1 inh: 0; MCL1 BIM primary: 0; GRK2 inh: 1

What do the screens show for `COC(=O)C1=C(C)Nc2nc(SCc3ccccc3)[nH]c(=O)c2C1c1cccs1` (stereo not drawn)?
Fam108B inh: -5; BCLXL inh: 6; GLD-1 RNA inh: 5; VLA-4 inh: -17; Efflux pump mplx: 0.3; MEX-5 binding: 2.3; PME-1 inh: -4; MCL1 BIM primary: 6; GRK2 inh: 4

What do the screens show for `Cc1ccc(N(C(C)C(=O)Nc2ccccc2C(=O)N2CCOCC2)S(C)(=O)=O)cc1C` (stereo not drawn)?
Fam108B inh: -2; BCLXL inh: -3; GLD-1 RNA inh: 5; VLA-4 inh: 3; Efflux pump mplx: -0.2; MEX-5 binding: -0.6; PME-1 inh: -9; MCL1 BIM primary: 0; GRK2 inh: 0

Results for Cc1ccccc1-n1nc(CSc2nc3ccccc3[nH]2)c(-c2ccccc2)c1N ?
Fam108B inh: -1; BCLXL inh: 1; GLD-1 RNA inh: 6; VLA-4 inh: 18; Efflux pump mplx: -8.7; MEX-5 binding: 0.4; PME-1 inh: 4; MCL1 BIM primary: 7; GRK2 inh: 1

What do the screens show for `Cn1c(CNc2ccc(Cl)cc2)nnc1SCCN1CCCCC1`?
Fam108B inh: -5; BCLXL inh: 9; GLD-1 RNA inh: -2; VLA-4 inh: 12; Efflux pump mplx: 0.1; MEX-5 binding: 1.6; PME-1 inh: -2; MCL1 BIM primary: -2; GRK2 inh: 0

Results for CCC(=O)Nc1nc(C)c(C(=O)NC2CCCCC2)s1 ?
Fam108B inh: 0; BCLXL inh: 2; GLD-1 RNA inh: -5; VLA-4 inh: 36; Efflux pump mplx: 0.0; MEX-5 binding: -1.0; PME-1 inh: 0; MCL1 BIM primary: 2; GRK2 inh: 1

How did CN(C)c1ccc(/C=N/NC(=O)COc2ccccc2)cc1 do in these assays?
Fam108B inh: 4; BCLXL inh: 3; GLD-1 RNA inh: 0; VLA-4 inh: 5; Efflux pump mplx: 0.1; MEX-5 binding: 1.4; PME-1 inh: 0; MCL1 BIM primary: 8; GRK2 inh: 0

What do the screens show for `CCOC(=O)N1CCC(NC(=O)CSc2cc(=O)n(C)c3ccccc23)CC1`?
Fam108B inh: -5; BCLXL inh: 4; GLD-1 RNA inh: 0; VLA-4 inh: 0; Efflux pump mplx: 0.0; MEX-5 binding: -1.5; PME-1 inh: 7; MCL1 BIM primary: 3; GRK2 inh: 0

How did Cc1ccc(CN(C)C(=O)c2cccc(S(=O)(=O)N3CCc4ccccc43)c2)cc1 do in these assays?
GLD-1 RNA inh: -2; VLA-4 inh: -42; Efflux pump mplx: 0.1; GRK2 inh: 0

What do the screens show for `CCc1ccc(C(=O)NNC(=O)c2cc(S(=O)(=O)N(C)C)ccc2N2CCCC2)cc1`?
Fam108B inh: 5; BCLXL inh: -1; GLD-1 RNA inh: 1; VLA-4 inh: 17; Efflux pump mplx: -0.6; MEX-5 binding: -1.9; PME-1 inh: -3; MCL1 BIM primary: -2; GRK2 inh: 4

Results for O=C1C2C3C=CC(C3)C2C(=O)N1CCc1ccccc1 (stereo not drawn) ?
Fam108B inh: -4; BCLXL inh: 0; GLD-1 RNA inh: 2; VLA-4 inh: -6; Efflux pump mplx: 0.0; MEX-5 binding: 1.3; PME-1 inh: 3; MCL1 BIM primary: 2; GRK2 inh: 0

Results for NC(=O)c1cc[n+](Cc2ccccc2Cl)cc1 ?
Fam108B inh: 2; BCLXL inh: 3; GLD-1 RNA inh: 7; VLA-4 inh: 4; Efflux pump mplx: -0.1; MEX-5 binding: -0.7; PME-1 inh: -6; MCL1 BIM primary: -3

Results for CC(=O)Nc1ccc(OS(=O)(=O)c2ccc(C)cc2C)cc1 ?
Fam108B inh: -1; BCLXL inh: 7; GLD-1 RNA inh: 4; VLA-4 inh: 1; Efflux pump mplx: -0.4; MEX-5 binding: 0.5; PME-1 inh: 8; MCL1 BIM primary: 6; GRK2 inh: 0

Results for CC(C)C(=O)C1=Cc2cccc([N+](=O)[O-])c2OC1N1CCOCC1 (stereo not drawn) ?
BCLXL inh: 6; GLD-1 RNA inh: 6; VLA-4 inh: 15; Efflux pump mplx: -0.2; PME-1 inh: 5; MCL1 BIM primary: 12; GRK2 inh: 0

How did CC1(c2ccc(Cl)cc2)NC(=O)N(CC(=O)NC(=O)NCc2ccco2)C1=O (stereo not drawn) do in these assays?
Fam108B inh: 0; BCLXL inh: -1; GLD-1 RNA inh: 2; VLA-4 inh: 31; Efflux pump mplx: 0.1; MEX-5 binding: 1.6; PME-1 inh: -4; MCL1 BIM primary: -1; GRK2 inh: 1

Of the compounds above, these have an NH in an aromatic ring.
How did O=C(c1cnccn1)N1CCc2c([nH]c3ccccc23)C1c1cccc(Cl)c1 (stereo not drawn) do in these assays?
Fam108B inh: -1; BCLXL inh: 4; GLD-1 RNA inh: 3; VLA-4 inh: 22; Efflux pump mplx: 0.0; MEX-5 binding: -0.4; PME-1 inh: 3; MCL1 BIM primary: 5; GRK2 inh: 4

What do the screens show for `COC(=O)C1=C(C)Nc2nc(SCc3ccccc3)[nH]c(=O)c2C1c1cccs1` (stereo not drawn)?
Fam108B inh: -5; BCLXL inh: 6; GLD-1 RNA inh: 5; VLA-4 inh: -17; Efflux pump mplx: 0.3; MEX-5 binding: 2.3; PME-1 inh: -4; MCL1 BIM primary: 6; GRK2 inh: 4

Results for Cc1ccccc1-n1nc(CSc2nc3ccccc3[nH]2)c(-c2ccccc2)c1N ?
Fam108B inh: -1; BCLXL inh: 1; GLD-1 RNA inh: 6; VLA-4 inh: 18; Efflux pump mplx: -8.7; MEX-5 binding: 0.4; PME-1 inh: 4; MCL1 BIM primary: 7; GRK2 inh: 1

Further compounds:
How did CCOc1c(C)cnc2c1c(=O)n(Cc1ccc(Cl)cc1)c(=O)n2C do in these assays?
Fam108B inh: -2; BCLXL inh: 2; GLD-1 RNA inh: 10; VLA-4 inh: -7; Efflux pump mplx: -0.1; MEX-5 binding: 0.2; PME-1 inh: -3; MCL1 BIM primary: 5; GRK2 inh: 1

Results for CN(C)/C=N/C(=S)Nc1ccc(F)cc1 ?
Fam108B inh: -1; BCLXL inh: 1; GLD-1 RNA inh: 6; VLA-4 inh: 1; Efflux pump mplx: 0.2; MEX-5 binding: -2.5; PME-1 inh: -6; MCL1 BIM primary: 12; GRK2 inh: 1

How did CC(C)(C)C(=O)Oc1cc(N)n(S(=O)(=O)c2ccccc2)n1 do in these assays?
Fam108B inh: 8; BCLXL inh: 0; GLD-1 RNA inh: -2; VLA-4 inh: -8; Efflux pump mplx: -0.1; MEX-5 binding: 2.6; PME-1 inh: -2; MCL1 BIM primary: 0; GRK2 inh: 0

Results for CCOC(=O)c1c(NC(=O)c2ccoc2C)sc(C(=O)N(C)C)c1C ?
Fam108B inh: -4; BCLXL inh: 8; GLD-1 RNA inh: 5; VLA-4 inh: 19; Efflux pump mplx: 0.0; MEX-5 binding: -0.3; PME-1 inh: 0; MCL1 BIM primary: 3; GRK2 inh: 1

What do the screens show for `Cc1cc(N2CCCC2)nc2ccc(NC(=S)NCCCOC(C)C)cc12`?
Fam108B inh: 5; BCLXL inh: 3; GLD-1 RNA inh: -3; VLA-4 inh: -3; Efflux pump mplx: 0.1; MEX-5 binding: 0.6; PME-1 inh: 8; MCL1 BIM primary: 12; GRK2 inh: 0

How did COc1ccc(CCNC(=O)c2nnn(CC(=O)Nc3ccccc3C)c2N)cc1OC do in these assays?
Fam108B inh: 2; BCLXL inh: 0; GLD-1 RNA inh: -7; VLA-4 inh: 10; Efflux pump mplx: 0.0; MEX-5 binding: -2.3; PME-1 inh: 4; MCL1 BIM primary: 0; GRK2 inh: 0

How did CN(C)S(=O)(=O)c1cc(NC(=O)C2=COCCO2)ccc1Cl do in these assays?
BCLXL inh: -3; GLD-1 RNA inh: 2; VLA-4 inh: 6; Efflux pump mplx: -0.3; PME-1 inh: -2; MCL1 BIM primary: -2; GRK2 inh: 0

How did COc1ccccc1OCC(=O)NNC(=O)CCCC(=O)NNC(=O)COc1ccccc1OC do in these assays?
Fam108B inh: 2; BCLXL inh: 1; GLD-1 RNA inh: 0; VLA-4 inh: -4; Efflux pump mplx: -0.1; MEX-5 binding: -2.9; PME-1 inh: -1; MCL1 BIM primary: 7; GRK2 inh: 2

What do the screens show for `COc1ccc(CNC(=O)CN2C(=O)COc3ccc(S(=O)(=O)N4CCCCC4)cc32)cc1`?
Fam108B inh: -3; BCLXL inh: 4; GLD-1 RNA inh: 5; VLA-4 inh: 2; Efflux pump mplx: -0.1; MEX-5 binding: 2.6; PME-1 inh: 3; MCL1 BIM primary: -1; GRK2 inh: 0

What do the screens show for `Cc1cc(C)n(CC(C)NCc2c(C(=O)N3CCOCC3)nc3c(C)cccn23)n1` (stereo not drawn)?
Fam108B inh: 4; BCLXL inh: 5; GLD-1 RNA inh: 10; VLA-4 inh: -8; Efflux pump mplx: 0.0; MEX-5 binding: -1.0; PME-1 inh: -4; MCL1 BIM primary: 11; GRK2 inh: 0

How did O=C(COC(=O)C1(c2ccc(F)cc2)CCCC1)NC1CC1 do in these assays?
Fam108B inh: -1; BCLXL inh: -3; GLD-1 RNA inh: 1; VLA-4 inh: 16; Efflux pump mplx: 0.4; MEX-5 binding: -1.2; PME-1 inh: -1; MCL1 BIM primary: -2; GRK2 inh: 0

Compound activity as filed in PubChem BioAssay.
